High-throughput results from PubChem.
NTR1 agonist: agonists of NTR1, primary screen, imaging, U2OS cells, beta-arrestin-GFP, high content (AID 493036); 330,000 tested, 0.17% active; NTR1-U2OS beta-arrestin-GFP spot imaging, agonist mode; activation, % at 20 µM;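 active means activation at or above 40% of the spot to cytoplasm intensity ratio, with at least 20 cells analyzed; inconclusive means wells under 20 cells, flagged as cytotoxic or low count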;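 further: 0% = DMSO without peptide and 100% = 100 nM NTR1 peptide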
Target sequence (P30989 whole entry, looked up): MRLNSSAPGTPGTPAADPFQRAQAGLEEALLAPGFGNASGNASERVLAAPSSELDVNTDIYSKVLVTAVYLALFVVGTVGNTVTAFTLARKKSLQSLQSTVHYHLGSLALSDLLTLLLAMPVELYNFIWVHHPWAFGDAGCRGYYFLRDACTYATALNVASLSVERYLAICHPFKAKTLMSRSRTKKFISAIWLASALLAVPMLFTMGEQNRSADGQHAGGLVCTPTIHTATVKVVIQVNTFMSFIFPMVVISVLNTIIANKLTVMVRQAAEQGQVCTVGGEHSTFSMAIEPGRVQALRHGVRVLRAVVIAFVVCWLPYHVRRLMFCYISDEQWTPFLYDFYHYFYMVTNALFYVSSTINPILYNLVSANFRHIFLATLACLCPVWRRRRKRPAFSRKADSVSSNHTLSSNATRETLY
T cell HTS: modulators of CD8 T cell-vesicle binding, primary screen, mouse 2C CD8+ T cells, flow cytometry; calls only at 7 µM; AID 2052, 2009; 330,000 tested, 0.068% active; 2C CD8+ T cell-vesicle binding; active compounds read low;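 active means response, share of CD8 T cells binding vesicles, and their 90th percentile fluorescence all below set limits, cut at about 80% in these data, passing the limit was not always enough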
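Test system: purified 2C TCR transgenic mouse naive CD8+ T cells. Probe or stimulus: QL9-peptide-loaded Drosophila micro-vesicles bearing Ld, ICAM-1 and B7-1. Incubation: binding step 1.5 h, 37 °C, antibody labelling 20 min, ice. Measured by: flow cytometry of vesicle-bound cells.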
Myeloid diff 2: induction of myeloid progenitor differentiation, primary screen, cell-based, flow cytometry, MLPCN library; 360,000 tested, 1% active; ER-HoxA9 myeloid progenitors, lysozyme-GFP differentiation; calls only at 10 µM; AID 624256, 2012;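 active means normalized GFP-positive differentiation at or above the plate's own cutoff, the solvent-only control mean plus 3 SD; inconclusive means no clear call, values can overlap the other calls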;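 further: cells exposed to compound for four days before flow analysis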
T cell HTS vesicle-bound %: also measured in T cell HTS; calls as there; double positive events, %; measured here: CD8+ vesicle-bound cell fraction;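 binding gate set so that unloaded-vesicle control wells show 10% double positive cells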
NTR1 agonist cell count 20 µM: further read-out of NTR1 agonist, marked with its call; cell count; measured here: cell count, cytotoxicity flag
Myeloid diff 2 GFP+ MAC1+ %: also measured in Myeloid diff 2; calls as there; GFP+ MAC1+ double positive, %; measured here: differentiation confirmed by MAC1 staining
Numbers without * were called inactive; i = inactive; ? = inconclusive; / = not tested or not shown.

SMILES	NTR1 agonist	NTR1 agonist cell count 20 µM	T cell HTS	T cell HTS vesicle-bound %	Myeloid diff 2	Myeloid diff 2 GFP+ MAC1+ %
CC(C)CCN1C(=O)c2ccc(C(=O)OCC(=O)N(C)C3CCS(=O)(=O)C3)cc2C1=O (stereo not drawn)	3.8	57	i	15	i	0.9
CCOC(=O)c1c(C)[nH]c(C(C)=NNC(=O)Cn2nc(C)cc2C)c1C	3.9	57	i	40	i	0.1
CCCCCN(C(=O)CCC(=O)OCCOc1cccc(Cl)c1)c1c(N)n(CCCC)c(=O)[nH]c1=O	2.0	65	i	24	i	0.7
O=C(Cn1ncc(Cl)c(Cl)c1=O)Nc1ccc2c(c1)OCO2	9.5	54	i	23	?	/
CC1CCc2sc(C(=O)NC3CCCCC3)cc2C1 (stereo not drawn)	0.6	64	i	32	i	0.6
c1ccc(-c2sc3ccccc3c2-c2ccc(OCCN3CCCCC3)cc2)cc1	0.4	50	i	24	i	0.3
CCCCn1c(N)c(N(CCOC)C(=O)COC(=O)COc2ccccc2C#N)c(=O)[nH]c1=O	2.1	63	i	10	i	0.6
C[C@@H]1CN([C@@H](C)CO)C(=O)c2cccc(NS(C)(=O)=O)c2O[C@H]1CN(C)Cc1ccc(C(=O)O)cc1	1.8	53	i	30	i	1.2
Nc1cc(S(=O)(=O)N2CCOCC2)ccc1N1CCOCC1	2.0	67	i	44	i	0.3
CN(c1ccccc1)S(=O)(=O)c1ccc(C(=O)Nc2ncccc2O)cc1	0.4	50	i	52	i	0.5
Cc1ccc(NC(=O)CSc2nnc(C3CC3)n2C)cc1S(=O)(=O)N1CCCCC1	4.5	54	i	40	i	0.5
O=C(COc1ccccc1)NNC(=O)c1ccc(Cl)cc1	0.9	41	i	39	i	1.2
COc1ccccc1C(=O)NCCC(=O)N1CCN(S(=O)(=O)c2ccc(Cl)cc2)CC1	0.7	62	i	28	i	0.5
CN(Cc1ccccc1)C(=O)COC(=O)C12CC3CC(CC(Br)(C3)C1)C2	1.2	63	i	46	i	0.8
COc1ccccc1NS(=O)(=O)c1cccc(NS(=O)(=O)c2cc(C(=O)O)ccc2OC)c1	0.4	72	i	18	i	0.5
Cc1ccc(C2(C)NC(=O)N(CC(=O)NNC(=O)c3ccccc3F)C2=O)cc1 (stereo not drawn)	-2.3	65	i	37	i	0.8
O=Cc1c(Cl)cccc1Cl	-1.1	53	i	23	i	1.7
CCN(CC(=O)Nc1cc(Cl)ccc1C)C(=O)CSCc1c(C)noc1C	-0.2	69	i	33	i	0.9
Cc1noc(C)c1NC(=O)Nc1cccc2c1O[C@@H](CN(C)C)[C@@H](C)CN([C@H](C)CO)C2=O	2.0	51	i	16	i	1.5
Cc1ccc(S(=O)(=O)c2nc(Cc3ccccc3)oc2N2CCOCC2)cc1	-1.8	49	i	48	i	1.3
COC(=O)C1CCN(CC(=O)Nc2ccc(C(=O)Nc3ccccc3OC)cc2)CC1	1.1	49	i	18	i	0.5
Cc1ccc(N2CC(C(=O)Nc3ccc(N(C)C)cc3)CC2=O)cc1C (stereo not drawn)	-2.0	78	i	22	i	1.5
Cc1cc(Cn2nnc3ccccc32)c(O)c(C(C)(C)C)c1	15	79	i	42	i	1.3
COc1ccc2c(c1)C(=O)N1[C@H]3c4cc(Br)ccc4OC[C@@H]3[C@H](c3ccccc3)[C@]1(C)C(=O)N2	-0.9	81	i	15	i	3.5
Cc1ccc(C(=O)NC2CC2)cc1S(=O)(=O)N1CCOCC1	-2.4	83	i	42	i	0.4
O=C(Cc1cccc([N+](=O)[O-])c1)Nc1cccc(C(=O)N2CCOCC2)c1	-1.1	64	i	57	i	1.5
COc1cccc(COC(=O)Cc2ccc(S(=O)(=O)N3CCOCC3)s2)c1OC	1.6	89	i	20	i	0.1
COc1cc(C2C(C#N)=C(N)OC3=C2C(=O)CC(C)(C)C3)cc2c1OCO2 (stereo not drawn)	1.4	50	i	26	i	0.9
O=C(NCC1CCCO1)c1cccc(NS(=O)(=O)c2ccccc2)c1 (stereo not drawn)	0.0	60	i	26	i	0.3
Cc1cc(-c2nn3c(C)nnc3s2)ccc1NC(=O)C(C)(C)C	0.6	76	i	55	i	1.2
COc1cc(C#Cc2c(C=O)n(C)c3ccccc23)cc(OC)c1	37	72	i	36	i	1.6
COc1ccc(CN(C)CC(=O)Nc2ccccc2C(=O)NC2CC2)cc1	-0.4	52	i	38	i	0.9
COC(=O)C[C@H]1c2cc(C(F)(F)F)ccc2S(=O)(=O)N1Cc1ccccc1OC	-1.7	84	i	6	i	1.7
O=C(OCC(=O)N1CCN(c2ccccc2)CC1)c1ccc([N+](=O)[O-])s1	2.5	63	i	44	i	3.1
Cc1ccc(S(=O)(=O)N2CCC(C(=O)NCCC3=CCCCC3)CC2)c(C)c1	4.8	47	i	15	i	1.3
Cc1ccc(S(=O)(=O)N2CCN(C(=O)COC(=O)CNC(=O)c3ccc(C(C)(C)C)cc3)CC2)c(C)c1	5.0	53	i	38	i	1.1
CCOC(=O)c1cccc(NC(=O)c2c(NCc3ccccc3)[nH]c(=O)[nH]c2=O)c1	4.2	84	i	21	i	1.5
COc1ccccc1NS(=O)(=O)c1cccc(C(=O)OCC(=O)NC2CC2)c1	-0.4	59	i	48	i	1.0
O=C(C(c1ccccc1)c1ccccc1)N1CCC(c2nc(-c3ccccc3Cl)no2)CC1	1.8	57	i	14	i	1.2
Cc1noc(C)c1COc1ccc(C(=O)Nc2ncccc2O)cc1	-0.7	78	i	46	i	0.5
CCOc1ccc(-c2cccc(NC(=O)c3ccc(Br)o3)c2)nn1	1.8	45	i	51	i	0.4
CCn1c(CCNC(=O)c2cccs2)nnc1SCC(=O)c1ccc(OC)cc1	1.6	67	i	16	i	0.6
CCN1C(=O)[C@H]2[C@@H](c3ccc(-c4ccccc4)c(OC)c3)N[C@@](Cc3ccccc3)(C(=O)OC)[C@H]2C1=O	0.1	68	i	13	i	1.7
Cc1ccc(C(=O)NCC(=O)N2CCCCCCC2)cc1C	-1.0	55	i	34	i	0.7
CN1[C@@H]2CCC[C@H]1CC(NC(=O)c1nn(C)c3ccccc13)C2 (stereo partly drawn)	0.1	71	i	23	i	2.8
C=C(NC(C)=O)c1c(F)cccc1F	1.0	70	i	26	i	1.1
NS(=O)(=O)c1ccc(NC(=O)COC(=O)c2ccc(S(=O)(=O)N3CCOCC3)cc2)cc1	1.3	62	i	48	i	0.1
CC(C)c1ccc(S(=O)(=O)N2CCN(C(C)C(=O)NC3CCCC3)CC2)cc1 (stereo not drawn)	-1.7	61	i	28	i	0.8
C[C@]12C=CC(=O)C=C1CC[C@@H]1C2=CC[C@]2(C)[C@@H](C(=O)CN3CCN(c4cc(N5CCCC5)nc(N5CCCC5)n4)CC3)CC[C@@H]12	-0.2	51	i	58	i	5.7
O=C(COC(=O)c1c(Cl)ccc(Cl)c1Cl)NCC1CCCO1 (stereo not drawn)	0.7	72	i	35	i	0.2
Cc1ccc(Cl)cc1NC(=O)COC(=O)CN1C(=O)C2CCCCC2C1=O (stereo not drawn)	-0.5	75	i	46	i	1.1
Cc1ccccc1NS(=O)(=O)c1ccc(C(=O)N2CCCC(C(F)(F)F)C2)cc1 (stereo not drawn)	1.0	57	i	17	i	1.7
Cc1ccc(S(=O)(=O)N2CCC(C(=O)NCc3ccccc3CN3CCCC3)CC2)cc1C	2.1	63	i	27	i	0.1
O=C(CNc1ccc(Br)cc1)Nc1cccc(S(=O)(=O)N2CCCC2)c1	-1.3	60	i	22	i	0.5
O=C(O)/C=C\C(=O)O	0.6	56	i	67	i	0.7
O=C(CN1CCN(S(=O)(=O)c2cccc(Cl)c2)CC1)NCC1(N2CCOCC2)CCCCC1	4.0	57	i	29	i	1.7
CC(=O)NCCC(=O)Nc1cc(S(=O)(=O)N2CCCCC2)ccc1N1CCN(C)CC1	1.3	52	i	12	i	0.9
Cc1cccc(N2N=C(C(=O)N3Cc4ccccc4CC3C(N)=O)CCC2=O)c1 (stereo not drawn)	-0.1	49	i	46	i	1.4
CSc1cccc(N2CC(C(=O)N(CC(C)C)c3c(N)n(Cc4ccccc4)c(=O)[nH]c3=O)CC2=O)c1 (stereo not drawn)	-0.7	63	i	50	i	0.4
CN(CC(=O)Nc1cccc(F)c1)C(=O)c1ccc(N2CCCCCC2)c([N+](=O)[O-])c1	2.1	61	i	45	i	0.8

(further entries)
SMILES	NTR1 agonist	NTR1 agonist cell count 20 µM	T cell HTS	T cell HTS vesicle-bound %	Myeloid diff 2	Myeloid diff 2 GFP+ MAC1+ %
COc1cc(N)c(Cl)cc1C(=O)OCC(=O)NCc1cccs1	2.5	58	i	36	i	0.3
O=C(NNC(=O)C1CC(=O)N(c2ccc3c(c2)OCCO3)C1)c1ccc(F)cc1 (stereo not drawn)	0.2	63	i	25	i	1.2
Cc1onc(-c2ccccc2Cl)c1C(=O)Nc1cc(=O)n(C)c(=O)n1C	-0.2	76	i	42	i	0.0
COc1ccc(C(=O)NC2CCN(Cc3ccccc3)C2)cc1S(=O)(=O)N1CCOCC1 (stereo not drawn)	0.4	39	i	34	i	0.3
CCOC(=O)c1nn(-c2ccc(F)cc2)c(=O)cc1OCC(=O)Nc1cccc(C)c1	1.0	65	i	35	i	0.4
Cc1cc(N(C)C(=O)c2ccc3c(c2)S(=O)(=O)c2cc(Cl)ccc2C3=O)c(C(F)(F)F)o1	6.0	56	i	38	i	0.9
O=C(c1c(F)c(F)c(F)c(F)c1F)N1CCN(Cc2ccc3c(c2)OCO3)CC1	1.5	49	i	46	i	0.4
O=C(CN1C(=O)NC2(CCc3ccccc32)C1=O)c1ccc(Br)cc1 (stereo not drawn)	-1.0	53	i	27	i	1.0
COc1cccc(NC(=O)CN(C)C(=O)CNC(=O)c2sc3ccccc3c2Cl)c1	0.3	87	i	31	i	1.3
Cc1noc(C)c1S(=O)(=O)N(C)C[C@H]1Oc2ccc(NS(=O)(=O)c3ccc(F)cc3)cc2C(=O)N([C@H](C)CO)C[C@@H]1C	1.7	48	i	8	i	1.1
Cc1ccccc1S(=O)(=O)Nc1ncnc2sccc12	-2.6	63	i	30	i	1.1
C/C=C1\COC(C(=O)NCc2ccccc2)(C(F)(F)F)C=C1C=C(C)C (stereo not drawn)	-0.5	63	i	10	i	2.4
O=C(CN1CCN(C(=O)c2cccc(-n3cnnn3)c2)CC1)Nc1ccccc1Cl	-3.6	45	i	28	i	1.4
Cc1nc2ccccn2c(=O)c1NC(=O)c1cccs1	0.3	44	i	33	i	0.3
CN(CC(=O)Nc1cc(Cl)ccc1Cl)C1CCS(=O)(=O)C1 (stereo not drawn)	-1.3	75	i	17	i	1.2
CN1CCN(C(=O)c2cccc(S(=O)(=O)N3CCCC3)c2)CC1	-2.6	65	i	49	i	0.1
NC(=O)CCN(C(=O)c1cccc(S(=O)(=O)N2CCc3ccccc32)c1)c1ccccc1	-0.3	71	i	8	i	0.9

Entries from the list above that have a thiophene ring, fused or not (9):
SMILES	NTR1 agonist	NTR1 agonist cell count 20 µM	T cell HTS	T cell HTS vesicle-bound %	Myeloid diff 2	Myeloid diff 2 GFP+ MAC1+ %
CC1CCc2sc(C(=O)NC3CCCCC3)cc2C1 (stereo not drawn)	0.6	64	i	32	i	0.6
c1ccc(-c2sc3ccccc3c2-c2ccc(OCCN3CCCCC3)cc2)cc1	0.4	50	i	24	i	0.3
COc1cccc(COC(=O)Cc2ccc(S(=O)(=O)N3CCOCC3)s2)c1OC	1.6	89	i	20	i	0.1
O=C(OCC(=O)N1CCN(c2ccccc2)CC1)c1ccc([N+](=O)[O-])s1	2.5	63	i	44	i	3.1
CCn1c(CCNC(=O)c2cccs2)nnc1SCC(=O)c1ccc(OC)cc1	1.6	67	i	16	i	0.6
COc1cc(N)c(Cl)cc1C(=O)OCC(=O)NCc1cccs1	2.5	58	i	36	i	0.3
COc1cccc(NC(=O)CN(C)C(=O)CNC(=O)c2sc3ccccc3c2Cl)c1	0.3	87	i	31	i	1.3
Cc1ccccc1S(=O)(=O)Nc1ncnc2sccc12	-2.6	63	i	30	i	1.1
Cc1nc2ccccn2c(=O)c1NC(=O)c1cccs1	0.3	44	i	33	i	0.3

This is a subset. The share of hits here may be higher or lower than overall.
